Source: PubChem BioAssay
BLM inh = qHTS Assay for Inhibitors of Bloom's syndrome helicase (BLM) | RecQ-like DNA helicase BLM (Homo sapiens), P54132 | recombinant BLM DNA unwinding, fluorescence dequenching | Potency, µM (titrated, usually from 56.1 µM), without a hit: top-dose activity change, negative = inhibition, hits mostly inhibitors | actives 0.2% (n = 350,000);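 further: potency means the concentration at half of the fitted maximal effect; plate controls were vehicle for no effect and no enzyme for full effect; nearly all actives have a fitted effect of over 35% in size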
POLK inh = qHTS for Inhibitors of Polymerase Kappa; DNA polymerase kappa (Homo sapiens), Q9UBT6; purified Pol kappa, fluorescent DNA synthesis assay, 10 min; Potency, µM (top dose mostly 107 µM), inactives show at the top dose activity, negative = inhibition, actives largely listed as inhibitors; actives 0.53% (n = 400,000); further: potency means the concentration at half of the fitted maximal effect; on the % scale 0 is the no-effect control and ±100 the full control effect
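Kinetic fluorescence screen: compound preincubated 15 min RT with 10 nM enzyme; 50 nM substrate (final) initiates; reads at 0/10 min.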
Pol iota inh = qHTS for Inhibitors of Polymerase Iota. Potency, µM (series often up to 115 µM), for inactives: at the top dose activity, negative = inhibition, most hits filed as inhibitors. DNA polymerase iota (Homo sapiens), Q9UNA4. actives 1% (n = 390,000). Pol iota fluorescent replication assay, 10 min; further: potency means the concentration at half of the fitted maximal effect
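Pol iota at 10 nM preincubated 15 min with compounds at room temperature; reaction started with fluorescent substrate, 50 nM final. Fluorescence read kinetically at 0 and 10 min; buffer-only wells as negative control.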
POLB inh = qHTS Assay for Inhibitors of DNA Polymerase Beta; P06746; Pol beta primer extension/strand displacement, fluorescence kinetic; Potency, µM (doses to about 114 µM), without a hit: at the top dose activity change, negative = inhibition, actives largely listed as inhibitors; actives 1.3% (n = 340,000); AID 485314, 2010; further: potency means the concentration at half of the fitted maximal effect; on the % scale 0 is the no-effect control and ±100 the full control effect
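Human Pol beta at 10 nM; strand-displacement substrate 50 nM final. Compound exposure 15 min at room temperature before start, reaction 10 min at room temperature.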
Glioma ERSR ind = qHTS for Inducers of the Endoplasmic Reticulum Stress Response (ERSR) in Human Glioma: qHTS | actives 0.02% (n = 420,000) | U87-MG GRP78 promoter luciferase reporter, 16 h | Potency, µM, inactives show at the top dose activation, most hits filed as activators; further: potency means the concentration at half of the fitted maximal effect; series mostly up to about 76 µM; % of control where 0% means no effect; nearly all actives have a fitted effect of over 35% in size
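ERSR induction read as luciferase luminescence (Bright-Glo, 10 min at room temperature) in stably transfected human U87-MG glioma cells exposed to compounds for 16 h, using GRP78 as sensor.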
LDHA block = qHTS assay for inhibitors of human lactate dehydrogenase; AID 1347041, 2019; L-lactate dehydrogenase A chain (Homo sapiens), P00338; activity change, % (values are at about 110 or 230 µM); actives 0.15% (n = 480,000); purified LDHA, NADH/diaphorase-resazurin fluorescence; stronger effect = lower value; in the data active means activity change below about -30%; inconclusive means mostly about -25% to -30%;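 further: plate controls were DMSO wells for no effect and wells without enzyme for full effect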
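Remaining NADH was detected by diaphorase (0.133 mg/mL) converting 37 µM resazurin to fluorescent resorufin, read at 0 and 20 minutes. The preceding 5-minute room-temperature reaction used 2 nM LDHA, 0.2 mM sodium pyruvate and 0.06 mM NADH at pH 7.4.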
APEX1 inh = qHTS Assay for Inhibitors of the Human Apurinic/apyrimidinic Endonuclease 1 (APE1); Potency, µM (titrated, usually from 65.8 µM), for inactives: at the top dose activity change, negative = inhibition, actives largely listed as inhibitors; AID 2517, 2012; DNA repair nuclease/redox regulator APEX1 (Homo sapiens), P27695; actives 0.35% (n = 350,000); recombinant APE1, TAMRA/BHQ-2 abasic DNA cleavage fluorescence;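 further: potency means the concentration at half of the fitted maximal effect; plate controls were vehicle for no effect and reference inhibitor for full effect; nearly all actives have a fitted effect of over 55% in size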
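Enzyme (0.75 nM final) and test compound are incubated 15 min at room temperature before adding 50 nM quenched THF abasic-site duplex. Cleavage dequenches TAMRA, followed at 525/598 nm over three reads one minute apart.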
Pol eta inh = qHTS for Inhibitors of Polymerase Eta. actives 1.2% (n = 390,000). Potency, µM (series often up to 114 µM), for the others: top-dose activity change, negative = inhibition, hits mostly inhibitors. recombinant Pol eta, fluorescent DNA replication assay. DNA polymerase eta (Homo sapiens), Q9Y253. AID 588591, 2011; further: potency means the concentration at half of the fitted maximal effect; on the % scale 0 is the no-effect control and ±100 the full control effect
Target sequence (Q9Y253 whole entry, looked up): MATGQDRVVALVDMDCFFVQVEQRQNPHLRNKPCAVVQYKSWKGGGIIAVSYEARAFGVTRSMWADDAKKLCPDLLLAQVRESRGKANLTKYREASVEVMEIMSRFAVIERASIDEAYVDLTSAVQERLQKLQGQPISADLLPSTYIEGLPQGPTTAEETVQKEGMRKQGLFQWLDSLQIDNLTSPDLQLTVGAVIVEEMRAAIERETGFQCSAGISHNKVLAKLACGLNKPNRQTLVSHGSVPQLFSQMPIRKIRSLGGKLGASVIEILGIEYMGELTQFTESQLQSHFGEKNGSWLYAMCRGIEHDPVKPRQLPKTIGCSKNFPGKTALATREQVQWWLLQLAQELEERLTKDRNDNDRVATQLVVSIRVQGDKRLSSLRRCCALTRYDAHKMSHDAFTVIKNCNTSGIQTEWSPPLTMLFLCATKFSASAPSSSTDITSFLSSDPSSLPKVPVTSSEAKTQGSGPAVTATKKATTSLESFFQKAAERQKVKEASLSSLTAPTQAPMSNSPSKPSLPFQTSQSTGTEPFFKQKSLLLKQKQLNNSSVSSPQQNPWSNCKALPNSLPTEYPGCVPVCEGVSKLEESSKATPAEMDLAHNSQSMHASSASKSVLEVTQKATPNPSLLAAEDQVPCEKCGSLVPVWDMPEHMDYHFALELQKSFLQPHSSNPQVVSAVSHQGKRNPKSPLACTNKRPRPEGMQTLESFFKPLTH
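Pol eta (10 nM) was preincubated with compounds for 15 min at room temperature, after which fluorescent replication substrate (50 nM final) was added to start the reaction. Fluorescence was read kinetically at 0 and 10 min.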
Anesthetic bind = qHTS Assay for Identification of Novel General Anesthetics | Ferritin light chain (Equus caballus), P02791 | apoferritin/1-aminoanthracene competitive binding, fluorescence | Potency, µM (highest dose often 77.5 µM), for inactives: at the top dose activity change, negative = displacement, actives largely listed as inhibitors | actives 0.074% (n = 350,000) | AID 485281, 2010; further: potency means the concentration at half of the fitted maximal effect; on the % scale 0 is the no-effect control and ±100 the full control effect; nearly all actives have a fitted effect of over 20% in size
Target sequence (P02791 2-175 limits assumed): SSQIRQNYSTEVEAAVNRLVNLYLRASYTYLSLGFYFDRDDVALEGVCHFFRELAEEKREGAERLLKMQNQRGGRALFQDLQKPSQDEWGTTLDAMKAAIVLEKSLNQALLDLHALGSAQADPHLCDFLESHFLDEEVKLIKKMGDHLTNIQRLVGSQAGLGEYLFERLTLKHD
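Probe: 1-aminoanthracene (50% saturated, PBS). Protein: horse-spleen apoferritin, 10 uM. Incubation: 10 min, room temperature. Detection: 380 nm excitation, 535 nm emission. Analysis: normalized response, four-parameter Hill.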
The depositor's hits bear a star; ? = inconclusive; . = not tested or not shown; & = joins results of further samples; [ ] = another dose, or the depositor's remark. Unless noted, the call rests on the fitted dose curve; in most records, active means well fitted curve in the direction sought with a large enough effect; inconclusive means small, poorly fitted or top-dose-only effect, or another doubt; inactive means no such curve, though single readings can be large; an effect the other way counts as inactive or inconclusive. The list is partial; count on the stated rates, not on these rows.

nr | canonical_smiles | BLM inh | POLK inh | Pol iota inh | POLB inh | Glioma ERSR ind
1 | O=C(OC1CCOC1=O)C1CCN(S(=O)(=O)c2ccccc2)CC1 (configuration not stated) | . | 10% | -14% | . | -2%
2 | CCCN=C1N(C)C[C@@H]2[C@@H]3C(=O)N(Cc4ccccc4)C(=O)[C@@H]3[C@](Cc3ccccc3)(C(=O)OC)N12 | . | 16% | 0% | . | 0%
3 | O=C(NCCCN1CCCC1=O)c1cc(S(=O)(=O)N2CCOCC2)ccc1Cl | -3% | 11% | 20% | -7% | -3%
4 | O=C(Nc1c(-c2ccc(F)cc2)nc2ccccn12)c1cccc(F)c1 | 1% | 2% | -15% | 17% | -2%
5 | Cc1cccc(C(=O)NC2=NCCS2)c1 | -3% | 8% | 31%[activator] | -22% | -10%
6 | COc1ccc(/C=N/Nc2nnc(-c3ncc[nH]3)c3ccccc23)cc1 | -1% | -1% | 13% | 1% | 9%
7 | COc1ccccc1N(CC(=O)Nc1cccnc1)S(=O)(=O)c1ccccc1 | 0% | -9% | ? | 18% | -3%
8 | O/N=C1/CCc2nonc2/C1=N/O | 0% | -1% | -6% | -19% | 1%
9 | CCOC(=O)CSc1nnc([C@H](C)NC(=O)OC(C)(C)C)o1 | 1% | -14% | -2% | -9% | -3%
10 | Cc1ccc(OCCCC(=O)Nc2ccc3c(c2)OCCO3)cc1 | . | -2% | ? | . | -5%
11 | CCOC(=O)c1cc(=O)n2nc(-c3ccc(C)cc3)nc2s1 | -2% | -3% | ? | -14% | -7%
12 | CNC(=S)Nc1ccc2[nH]c(=O)[nH]c2c1 | -9% | -5% | 124%[activator] | 14% | -3%
13 | COc1ccc(C(CNC(=O)c2oc3ccccc3c2C)N2CCCCC2)cc1 (configuration not stated) | 4% | -19% | 2% | -1% | -1%
14 | CCOC(=O)c1cnc2ccc(OCC)cc2c1N(C)Cc1ccccc1 | -8% | -11% | 109%[activator] | -25% | -3%
15 | Cc1ccc(C(=O)Nc2ccc(N3CCN(C)CC3)cc2)cc1C | 1% | -9% | -10% | 1% | -11%

nr | LDHA block | APEX1 inh | Pol eta inh | Anesthetic bind
1 | 0 | -8% | -15% | .
2 | -2 | 1% | -9% | .
3 | 0 | 10% | -4% | -2%
4 | -9 | . | -4% | -13%
5 | 1 | 5% | -16% | -6%
6 | 0 | -2% | -4% | -3%
7 | -4 | -13% | -3% | -11%
8 | -3 | -3% | -11% | -4%
9 | -2 | 1% | -26% | -8%
10 | -2 | 16% | -14% | .
11 | -7 | 8% | 7% | -6%
12 | -8 | 9% | 1% | -1%
13 | 0 | . | -28% | -19%
14 | 9 | -8% | -14% | ?
15 | -1 | 2% | -9% | -17%

Part of the list above, tab-delimited:
No.	canonical_smiles	BLM inh	POLK inh	Pol iota inh	POLB inh	Glioma ERSR ind	LDHA block	APEX1 inh	Pol eta inh	Anesthetic bind
15	Cc1ccc(C(=O)Nc2ccc(N3CCN(C)CC3)cc2)cc1C	1%	-9%	-10%	1%	-11%	-1	2%	-9%	-17%
4	O=C(Nc1c(-c2ccc(F)cc2)nc2ccccn12)c1cccc(F)c1	1%	2%	-15%	17%	-2%	-9	.	-4%	-13%

The listing continues.
nr | canonical_smiles | BLM inh | POLK inh | Pol iota inh | POLB inh | Glioma ERSR ind
16 | COc1cc(-c2noc(CCC(=O)NC3CCCC3)n2)cc(OC)c1OC | 1% | -5% | 10% | 1% | -4%
17 | COc1cccc(OC)c1C(=O)Nc1ccccc1C(=O)N1CCCCCC1 | 1% | -1% | 14% | 13% | -6%
18 | CC(C)N1C(=O)C2C(c3ccccc3O)NC(C)(C(=O)O)C2C1=O (configuration not stated) | -1% | 5% | 15% | 10% | -1%
19 | CCCC(C)NC(=O)Cc1ccc(Br)cc1 (configuration not stated) | -1% | -8% | -15% | 16% | -1%
20 | O=C(COc1ccccc1Cl)Nc1ccccc1OCc1cc(=O)n2ccccc2n1 | -3% | -8%[60.1 µM] | 20% | 3% | -3%
21 | O=C(c1ccco1)N1CCN(Cc2ccc(F)cc2)CC1 | -6% | 8% | -15% | 5% | -1%
22 | COc1ccc(C(=O)C2CCCN(Cc3c[nH]c4ccccc34)C2)c(OC)c1 (configuration not stated) | -11% | -12% | 8% | -13% | -3%
23 | O=C(Cc1ccccc1)N1CCCC1c1ccccc1 (configuration not stated) | 1% | -4% | 21% | -11% | -2%
24 | COc1cccc(CNC(C)(C)CO)c1OCc1ccc(Cl)cc1 | 0% | -5% | 73%[activator] | -1% | -6%
25 | CCN(CC(=O)Nc1ccc(C)c(S(=O)(=O)N2CCOCC2)c1)Cc1ccccc1 | . | -11% | 8% | . | -3%
26 | COc1ccc(C(C)(C)C)cc1S(=O)(=O)n1ccnc1C | 0% | -11% | 12% | 2% | -4%
27 | COc1ccc(-c2[nH]c(-c3ccccc3)nc2SCC(=O)Nc2nccs2)cc1 | -7% | -5% | 25% | 7% | -4%
28 | CC(=O)OC[C@@H]1O[C@H](CCO/N=C\[C@@H](C)[C@H](OCc2ccccc2)C(C)C)C=C[C@@H]1OC(C)=O | -1%[12.4 µM] | . | . | . | -5%
29 | COc1cc2c(cc1OC)CN(C(=O)COc1ccc(C#N)cc1)CC2 | -4% | -23% | 38%[activator] | 24% | -5%
30 | CC(C)c1ccc(NS(=O)(=O)c2ccc(Cl)nc2)cc1 | -2% | -16% | 64%[activator] | 1% | 9%

nr | LDHA block | APEX1 inh | Pol eta inh | Anesthetic bind
16 | 3 | 2%[12.4 µM] | -10% | 2%
17 | -5 | 24% | -13% | -1%
18 | -3 | 8% | -25% | -8%
19 | 4 | 0% | -9% | 1%
20 | -6 | . | -26% | -14%
21 | -6 | 52%[activator] | -9% | -6%
22 | -5 | -3% | -3% | -13%
23 | -2 | 3% | -14% | ?
24 | -2 | 4% | -22% | -9%
25 | -2 | -19% | -6% | .
26 | -1 | 1% | -12% | -8%
27 | -1 | 1% | -13% | -4%
28 | . | ? | . | -5%[15.3 µM]
29 | 12 | -3% | 9% | 3%
30 | 3 | -2% | -16% | -17%

Continued.
nr | canonical_smiles | BLM inh | POLK inh | Pol iota inh | POLB inh | Glioma ERSR ind
31 | Clc1ccc(-n2nnnc2SCc2c(-c3ccccc3)nc3sccn23)cc1 | -9% | -13% | -1% | 19% | -1%
32 | N=C1/C(=C\c2coc3ccccc3c2=O)C(=O)N=C2SC=CN12 | -13% | ? | -3% | ? | 0%
33 | COC(=O)c1c(NC(=O)CN2C(=O)NC3(CCc4ccccc4C3)C2=O)sc2c1CCCCC2 (configuration not stated) | -1% | -9% | -11% | -4% | -7%
34 | C/C=C(\C)C(=O)O[C@H](c1cc2ccc(=O)oc2cc1OC)[C@@H](O)C(C)(C)O | . | ? | ? | . | 0%
35 | CCOC(=O)CSc1nc(C)cc(C)n1 | -2% | -10% | 27% | 2% | 1%
36 | COc1ccc(S(=O)(=O)N2CCOCC2)cc1NC(=O)CCc1cc(OC)c(OC)c(OC)c1 | . | -4% | -11% | . | -4%
37 | CCOC(=O)c1ccc(NC(=O)c2nc[nH]c2C(=O)NCCCNC(=O)c2[nH]cnc2C(=O)Nc2ccc(C(=O)OCC)cc2)cc1 | . | 5% | 0% | . | -2%
38 | Cn1c(CC2C(=O)Nc3ccc(Br)cc32)nc2ccccc2c1=O (configuration not stated) | -4% | 7% | 34%[activator] | 14% | -3%
39 | O=C1COc2ccc(NC(=O)c3ccccc3C(=O)O)cc2N1 | -1% | -6% | -16% | 45% | -5%
40 | COc1ccc(C(C(=O)Nc2ccc(C(C)C)cc2)N(C)C(=O)CNC(C)=O)cc1 (configuration not stated) | -5% | -17% | 20% | ? | -2%
41 | COc1ccc(-c2cn(Cc3ccc4c(c3)C(=O)c3ccccc3C4=O)nn2)cc1 | -2% | -12%&-15% | 7%&0% | -22% | -2%&-3%
42 | CC(C)NC(=O)CC(=O)N/N=C/c1ccc(F)cc1 | -1% | -10% | -1% | ? | -4%
43 | C/C(N)=N\S(=O)(=O)c1ccc(Cl)cc1 | 0% | -4% | -7% | 27% | -1%
44 | CC(CCc1ccco1)NC(=O)Cn1ncc2c1-c1ccccc1OC2 (configuration not stated) | 1% | -37% | ? | 2% | 0%
45 | C#CCOCCOCCOCCNc1nc(N2CCN(C(=O)[C@H](CCCN=C(N)N)n3cc(C(N)[C@@H](C)CC)nn3)CC2)nc(N2CCN(C(=O)[C@H](CCC(=O)O)n3cc([C@@H](N)CO)nn3)CC2)n1 (some centres not stated) | . | -15% | -33% | . | 0%

nr | LDHA block | APEX1 inh | Pol eta inh | Anesthetic bind
31 | -3 | 10% | -15% | -15%
32 | 4 | -8% | 40µM* | 8%
33 | -6 | 0% | -4% | 2%
34 | -4 | -5% | -2% | .
35 | -2 | 20% | -18% | -9%
36 | -2 | 26% | -17% | .
37 | -1 | -4% | -20% | .
38 | 18 | 13% | ? | 1%
39 | 5 | 43% | 0% | 5%
40 | -8 | -6% | 0% | ?
41 | -1 | 40% | 5% | -7%
42 | -4 | 4% | -14% | -19%
43 | -4 | -2% | -5% | -4%
44 | -2 | 8% | ? | -10%
45 | -6 | -6% | -8% | .

Three entries already listed, arranged by the value under BLM inh, falling.
entry	Molecule	BLM inh
44	CC(CCc1ccco1)NC(=O)Cn1ncc2c1-c1ccccc1OC2 (configuration not stated)	1%
41	COc1ccc(-c2cn(Cc3ccc4c(c3)C(=O)c3ccccc3C4=O)nn2)cc1	-2%
38	Cn1c(CC2C(=O)Nc3ccc(Br)cc32)nc2ccccc2c1=O (configuration not stated)	-4%
